Screens as filed in PubChem.
NS3 helicase inh: HCV NS3 helicase inhibition; actives 0.56% (n = 290,000); AID 1800; NS3 helicase DNA unwinding, Cy5 molecular beacon fluorescence; inhibition, % at 10.9 µM;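 active = inhibition above the mean of all tested compounds plus 3 SD, set per campaign, cut at about 35% in these data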;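 note: 0% = DMSO wells and 100% = thioflavine S control wells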
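System: NS3 helicase fragment of HCV / Schedule: 1 h at 25 °C / Control set: DMSO alone as 0% and 110 µM thioflavine S as 100% / Reagent: Cy5/quencher beacon DNA duplex and ATP to start / Technique: Cy5 fluorescence / Replication: singlicate / Evaluation: % inhibition of end-to-start signal ratio versus controls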
MEKK2mut PB1 HTS: signal of MEK5 binding to mutant human MEKK2 PB1 domain; bead flow cytometry, Alexa488-MEK5 binding to MEKK2 mutant; percent response, % at 10 µM; actives 0.35% (n = 290,000); AID 1530; in the data active = percent response above about 24%, passing the limit was not always enough; note: inactives centre near 1; some results filed as inactive read as strong as hits
CRFR2-BP ag: CRF-BP/CRF-R2 complex agonism. HEK293 CRF-R2/CRF-BP, calcium dye fluorescence (FLIPR); percent of saturating CRF peptide response. AID 588473. actives 0.46% (n = 350,000). activation, % at 13.2 µM;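 active = activation of at least 50%, plus an integration ratio under a set limit after plate pattern correction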;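 note: plate controls were neutral control wells without compound for no effect and CRF at EC100 for full effect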
MEKK2 WT-MEK5: raises or lowers MEK5 binding to wildtype human MEKK2 PB1 domain | actives 1.1% (n = 290,000) | binding response (% of control), % at 10 µM | bead flow cytometry, Alexa488-MEK5 binding to MEKK2 WT; actives lie on both sides | Q9Y2U5; in the data active = binding response below about 67% or above about 130%
UBC9 SUMO inh: inhibitors of human SUMOylation (UBC9) | actives 0.36% (n = 290,000) | HTRF SUMOylation assay, SAE1/SAE2 + UBC9, in vitro | inhibition, % at 35 µM | P63279; in the data active = inhibition above about 50%, passing the limit was not always enough; note: strong numbers were not always called active
CRFR2-BP antag: CRF-BP/CRF-R2 complex antagonism. HEK293 CRF-R2/CRF-BP, CRF-induced calcium fluorescence. AID 588475. inhibition, % at 11.8 µM. actives 0.59% (n = 350,000);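 active = inhibition of the ligand-induced calcium signal above about 50% at the single tested concentration, limit read from the data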
FID counter: displaces DNA intercalator in HCV helicase counter-screen; DNA fluorescent intercalator displacement, fluorescence; inhibition, % at 7.9 µM; actives 0.17% (n = 290,000); AID 1845; in the data active = inhibition above about 37%;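 note: 0% = vehicle and 100% = reference compound; higher means more ethidium bromide displaced from hairpin DNA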
GalR3 antagonist: blocks the human galanin receptor 3. O60755. AID 651719. inhibition, % at 3 µM. actives 0.44% (n = 360,000). HEK293 GalR3-CNG cAMP membrane potential fluorescence; galR3 body fused to GalR1 C-terminus;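 active = inhibition above the screen-wide average plus 3 SD, cut at about 13% in these data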;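 note: forskolin and galanin both at EC90 stimulate the cells; cAMP rise reported by CNG channel membrane potential dye signal; 0% = forskolin plus galanin with DMSO and 100% = forskolin alone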
Target sequence (O60755 1-299 limits assumed): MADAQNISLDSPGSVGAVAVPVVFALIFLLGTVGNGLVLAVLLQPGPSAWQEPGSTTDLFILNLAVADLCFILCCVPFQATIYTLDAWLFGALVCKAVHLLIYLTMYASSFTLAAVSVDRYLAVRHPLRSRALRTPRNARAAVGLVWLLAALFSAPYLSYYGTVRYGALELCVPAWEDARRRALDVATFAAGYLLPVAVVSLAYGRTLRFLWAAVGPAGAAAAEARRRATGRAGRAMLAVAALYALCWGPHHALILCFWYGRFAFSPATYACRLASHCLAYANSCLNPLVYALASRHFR
MEKK3 PB1 HTS: modulators (inhibitors or enhancers) of MEK5 binding to human MEKK3 PB1 domain. bead-based flow cytometry, Alexa488-MEK5 binding to MEKK3; actives lie on both sides; 0 = blocked by unlabeled MEK5, 100 = vehicle. binding response (% of control), % at 10 µM. Q99759. actives 1.4% (n = 290,000). AID 1529;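 active = binding response more than 3 SD above or below the average of its plate-row segment, actives on both sides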;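 note: Alexa488 bead fluorescence after subtracting the streptavidin-only scavenger bead signal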
Target sequence (Q99759 whole entry, looked up, the tested form may be a part): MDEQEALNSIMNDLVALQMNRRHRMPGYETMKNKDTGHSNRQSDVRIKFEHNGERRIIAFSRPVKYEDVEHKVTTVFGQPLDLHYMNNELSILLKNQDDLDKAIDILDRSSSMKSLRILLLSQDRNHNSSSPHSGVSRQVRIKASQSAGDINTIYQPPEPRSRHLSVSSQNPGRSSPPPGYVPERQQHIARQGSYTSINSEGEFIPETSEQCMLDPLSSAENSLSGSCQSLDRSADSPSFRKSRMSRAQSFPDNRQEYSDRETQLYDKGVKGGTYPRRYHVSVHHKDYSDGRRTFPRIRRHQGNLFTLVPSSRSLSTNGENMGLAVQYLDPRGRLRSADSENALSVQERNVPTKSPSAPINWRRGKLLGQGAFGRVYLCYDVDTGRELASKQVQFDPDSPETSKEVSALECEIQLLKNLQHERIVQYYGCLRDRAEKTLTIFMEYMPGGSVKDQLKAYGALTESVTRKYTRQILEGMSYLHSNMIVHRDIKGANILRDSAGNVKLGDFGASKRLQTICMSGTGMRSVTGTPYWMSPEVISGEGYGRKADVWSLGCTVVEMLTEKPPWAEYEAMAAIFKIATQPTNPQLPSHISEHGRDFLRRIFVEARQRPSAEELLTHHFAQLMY
An asterisk follows results filed as active; · = no result given. The list is partial (hit frequency here may not be typical).

no.	Compound	NS3 helicase inh	MEKK2mut PB1 HTS	CRFR2-BP ag	MEKK2 WT-MEK5	UBC9 SUMO inh
1	COc1ccc(Cl)cc1NC(=O)CN(C)CC(=O)NC(C)c1ccccc1 (centres undefined)	14	3	0.9	111	-4
2	COc1cc(CN2CCC(n3nccc3NC(=O)c3ccc4c(c3)OCO4)CC2)ccc1O	-10	5	-1.2	111	15
3	CC1(C)C2CCC1(CS(=O)(=O)N1CCC(C(N)=O)CC1)C(=O)C2 (centres undefined)	17	12	3.0	112	4
4	Fc1cccc(/C=N/Nc2ccccn2)c1	-4	0	-1.5	96	-2
5	CCOC(=O)C(Cc1ccccc1)NC(=O)Cn1nnc(-c2ccccc2)n1 (centres undefined)	-6	-3	0.1	97	0
6	CC(C)C(=O)Nc1cccc(NC(=O)c2cc3ccccc3o2)c1	2	0	0.5	102	-1
7	CCOc1cccc(CN2CCC(Oc3ccc(C(=O)NCc4ccccn4)cc3)CC2)c1	-2	5	2.1	111	2
8	O=C(CCCNc1ccccc1)N/N=C/c1cccs1	-5	-14	-1.3	79	21

no.	CRFR2-BP antag	FID counter	GalR3 antagonist	MEKK3 PB1 HTS
1	-1	-26	-1	119
2	5	6	-3	101
3	-12	-10	-2	111
4	-8	-1	-10	102
5	6	-23	-3	101
6	7	-20	-4	100
7	-20	12	-14	105
8	8	-2	-4	89

Next section
no.	Compound	NS3 helicase inh	MEKK2mut PB1 HTS	CRFR2-BP ag	MEKK2 WT-MEK5	UBC9 SUMO inh
9	Cc1cnc(C(=O)OCC(=O)NC23CC4CC(CC(C4)C2)C3)cn1	0	6	0.4	98	20
10	CCn1c(SCC(=O)Nc2ccc(OC)c(OC)c2)nnc1-c1cccs1	6	1	1.0	101	11
11	Cc1oc(-c2ccccc2)cc1C(=O)Nc1ccc(N(C)C)cc1	-17	4	0.7	107	25
12	Cc1nc2ccc(NC(=O)c3sccc3C)cc2s1	1	8	1.5	101	-6
13	CC1CCCN(CCCNS(=O)(=O)c2cc(Br)cc3c2N(C(=O)C2CC2)CC3)C1 (centres undefined)	4	-3	-2.1	102	5
14	COc1ccc(NC(=O)CNC(=O)c2c(C)nn(C)c2Cl)cc1	5	4	2.4	107	1
15	COCCN(C(=O)Nc1ccc(OC)cc1OC)C1CCN(C(C)=O)CC1	2	12	-0.8	106	23
16	CCOC(=O)CC(NC(=O)c1cccc2c1C(=O)N(Cc1cccnc1)C2)c1ccc(OC(C)C)cc1 (centres undefined)	-2	2	0.1	107	5

no.	CRFR2-BP antag	FID counter	GalR3 antagonist	MEKK3 PB1 HTS
9	3	-7	-6	98
10	6	-22	-6	103
11	-7	-7	1	105
12	-32	-10	-3	102
13	6	7	-5	99
14	1	-6	1	113
15	28	-9	-2	104
16	1	-30	2	102

The list goes on:
no.	Compound	NS3 helicase inh	MEKK2mut PB1 HTS	CRFR2-BP ag	MEKK2 WT-MEK5	UBC9 SUMO inh
17	CCNC(=S)Nc1ccc(OC(F)(F)F)cc1	5	2	-1.1	99	2
18	COc1cccc(/C=C2\SC(=S)N(NS(=O)(=O)c3ccc(C)cc3)C2=O)c1OC	23	1	·	104	17
19	Cc1ccc(Cl)c(N/C=C/C(=O)c2ccccc2)c1	0	1	0.1	106	0
20	COc1ccc(CNC(N)=O)cc1	-1	3	0.5	100	·
21	CCOC(=O)C1=C(COc2ccc(C)cc2)NC(=O)NC1c1cc(C)ccc1C (centres undefined)	4	20	1.0	101	15
22	CCN(CC(=O)Nc1c(F)cccc1F)C(=O)C1(c2ccccc2)CC1	0	5	-0.8	102	11
23	Cc1onc(-c2c(F)cccc2Cl)c1C(=O)N1CCSCC1	2	-2	-1.7	101	21
24	CCCCCC(=O)Nc1ccc(S(=O)(=O)Nc2nccnc2OC)cc1	9	-4	5.9	97	-7

no.	CRFR2-BP antag	FID counter	GalR3 antagonist	MEKK3 PB1 HTS
17	17	-5	14*	89
18	·	-31	-10	108
19	1	-9	-8	103
20	-6	-2	-5	107
21	2	0	-8	99
22	3	-12	-1	101
23	12	-3	-5	98
24	-32	-4	·	96

Additional entries:
no.	Compound	NS3 helicase inh	MEKK2mut PB1 HTS	CRFR2-BP ag	MEKK2 WT-MEK5	UBC9 SUMO inh
25	CCN(CC)S(=O)(=O)c1ccc(-c2nnc3sc4cccc(C)c4n23)cc1	-6	2	-0.2	100	3
26	CCSc1nc(-c2ccco2)ccc1C#N	22	2	-1.1	102	29
27	N#Cc1c(-c2ccco2)cc(-c2ccccc2)[nH]c1=O	8	-25	8.0	71	36
28	COc1ccc(C2CC(c3cccc(C)c3)n3nc(N)nc3N2)cc1 (centres undefined)	17	-1	0.3	102	-7
29	CC(OC(=O)C1=COCCO1)C(=O)Nc1ccccc1C#N (centres undefined)	3	-4	-1.8	96	6
30	CCOC(=O)Cc1csc(NC(=O)c2cnc3scc(C)n3c2=O)n1	-3	2	3.1	110	·
31	COc1ccc(CN2CC(C(=O)NCCCN3CCN(Cc4ccccc4)CC3)CC2=O)cc1 (centres undefined)	-10	-2	-0.1	102	-5
32	CCc1ccccc1NC(=O)CSC1=C(C#N)C(c2ccc3c(c2)OCO3)C2=C(CCCC2=O)N1 (centres undefined)	-4	4	-0.4	99	-3

no.	CRFR2-BP antag	FID counter	GalR3 antagonist	MEKK3 PB1 HTS
25	-9	-11	-1	101
26	2	2	-2	103
27	10	-17	-3	63
28	-10	-19	3	100
29	1	0	-5	106
30	-28	-4	-3	106
31	2	5	·	98
32	-12	-16	-2	106

Compound profiles, as listed above. Order of screens: NS3 helicase inh, MEKK2mut PB1 HTS, CRFR2-BP ag, MEKK2 WT-MEK5, UBC9 SUMO inh, CRFR2-BP antag, FID counter, GalR3 antagonist, MEKK3 PB1 HTS
CC(OC(=O)C1=COCCO1)C(=O)Nc1ccccc1C#N (centres undefined) across the screens: 3, -4, -1.8, 96, 6, 1, 0, -5, 106
CCc1ccccc1NC(=O)CSC1=C(C#N)C(c2ccc3c(c2)OCO3)C2=C(CCCC2=O)N1 (centres undefined) across the screens: -4, 4, -0.4, 99, -3, -12, -16, -2, 106

Quoted at random: four entries already listed
no.	Compound	NS3 helicase inh	MEKK2mut PB1 HTS	CRFR2-BP ag	MEKK2 WT-MEK5	UBC9 SUMO inh
32	CCc1ccccc1NC(=O)CSC1=C(C#N)C(c2ccc3c(c2)OCO3)C2=C(CCCC2=O)N1 (centres undefined)	-4	4	-0.4	99	-3
28	COc1ccc(C2CC(c3cccc(C)c3)n3nc(N)nc3N2)cc1 (centres undefined)	17	-1	0.3	102	-7
29	CC(OC(=O)C1=COCCO1)C(=O)Nc1ccccc1C#N (centres undefined)	3	-4	-1.8	96	6
25	CCN(CC)S(=O)(=O)c1ccc(-c2nnc3sc4cccc(C)c4n23)cc1	-6	2	-0.2	100	3

no.	CRFR2-BP antag	FID counter	GalR3 antagonist	MEKK3 PB1 HTS
32	-12	-16	-2	106
28	-10	-19	3	100
29	1	0	-5	106
25	-9	-11	-1	101

Next entries follow.
no.	Compound	NS3 helicase inh	MEKK2mut PB1 HTS	CRFR2-BP ag	MEKK2 WT-MEK5	UBC9 SUMO inh
33	Cc1nc2c(C(=O)N3CCCCC3)cnn2c(C)c1Cc1ccccc1F	0	-6	1.1	98	-10
34	CCCc1ccc(NC(=O)C2CCCN(c3cnccn3)C2)cc1 (centres undefined)	-3	-1	0.6	95	-6
35	Cn1c(=O)[nH]c(=O)c2c1nc(Sc1ncccn1)n2CCCc1ccccc1	1	-2	-0.7	100	7
36	COc1ccc(CN(Cc2cc3cccc(C)c3n3nnnc23)C(=O)N2CCOCC2)cc1	10	9	-0.3	107	23
37	CN(C)CC(=O)c1c(N)n(Cc2ccccc2)c(=O)n(C)c1=O	1	-1	10	102	-4
38	O=C(Nc1nnc(C2CC2)s1)C1CC(=O)N(c2ccc3c(c2)OCCO3)C1 (centres undefined)	5	-2	-0.9	94	0
39	O=C(NNc1ccccn1)C(c1ccccc1)c1ccccc1	5	2	-2.3	103	1
40	O=C(COc1cccc(Oc2ccccc2)c1)Nc1ccc(SC(F)F)cc1	1	-10	4.7	93	-28

no.	CRFR2-BP antag	FID counter	GalR3 antagonist	MEKK3 PB1 HTS
33	-8	-35	-8	100
34	-8	-36	-9	100
35	5	-18	-5	101
36	-8	-5	-7	109
37	8	3	-5	106
38	14	-22	-9	91
39	-1	-9	-2	102
40	-28	-7	-1	86

Going on with the list:
no.	Compound	NS3 helicase inh	MEKK2mut PB1 HTS	CRFR2-BP ag	MEKK2 WT-MEK5	UBC9 SUMO inh
41	O=C1Nc2cc(C(=O)N3CCN(c4ccc(F)cc4)CC3)ccc2NC1CSCc1cccc(F)c1 (centres undefined)	18	-7	0.4	87	23
42	Cc1ccc(NC(=O)CN2C(=O)c3ccccc3C2=O)c(C)c1	-2	4	3.1	105	11
43	CCN(CC)c1ccc(NC(=O)CN2CCN(CC(=O)Nc3ccc(F)cc3)CC2)cc1	-4	7	-1.9	113	-4
44	O=C(N1CCCCC1)N1CCN(C(=O)N(c2ccccc2)c2ccccc2)CC1	0	-1	1.1	92	-6
45	Cc1noc(C)c1C(=O)OC(C(=O)NC1CCCC1)c1ccc(F)cc1 (centres undefined)	2	1	0.7	98	-6

no.	CRFR2-BP antag	FID counter	GalR3 antagonist	MEKK3 PB1 HTS
41	9	-7	1	94
42	19	-1	-10	107
43	17	9	1	106
44	9	-32	3	96
45	-3	-6	·	99

Along the list, quoted from above:
UBC9 SUMO inh for nos. 41–45, in order: 23, 11, -4, -6, -6
CRFR2-BP ag for nos. 41–45, in order: 0.4, 3.1, -1.9, 1.1, 0.7
